HT1080-NT tox: qHTS for induction of synthetic lethality in tumor cells producing 2HG: qHTS for the HT-1080-NT fibrosarcoma cell line. HT-1080-NT fibrosarcoma viability, CellTiter-Glo ATP luminescence, 48 h. Potency, µM (series often up to 46.1 µM), inactives show top-dose activity, negative = less viability, actives largely listed as cytotoxic. 360,000 compounds, 1.6% hits;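 further: NT is the 2HG producing partner of a matched IDH1 knockdown line; potency means the concentration at half of the fitted maximal effect; 0% = DMSO-treated cells and -100% = media-only wells without cells; nearly all actives have a fitted effect of over 55% in size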
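Viability by CellTiter-Glo luminescence after 48 h compound exposure at 37C of HT-1080-NT cells (750/well, RPMI, 5% FBS). % activity scaled between DMSO wells and medium-only wells, then curve-fitted and categorized by curve class.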
HT1080 IDH1KD tx: qHTS for induction of synthetic lethality in tumor cells producing 2HG: qHTS for the HT-1080-IDH1KD cell line; 360,000 compounds, 2% hits; AID 686971, 2013; HT-1080 IDH1 knockdown viability, ATP luminescence, 48 h; Potency, µM (highest dose often 46.1 µM), inactives show at the highest dose activity, negative = toxicity, usual class: cytotoxic;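 further: potency means the concentration at half of the fitted maximal effect; 0% = DMSO wells and -100% = cell-free medium wells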
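CellTiter-Glo luminescence after 48 h compound exposure at 37 degrees C of IDH1-knockdown HT-1080 cells in 5% FBS RPMI. %Activity scaled between DMSO wells and cell-free media wells, with curves fitted and assigned curve classes.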
SW480 rerep: A quantitative high throughput screen for small molecules that induce DNA re-replication in SW480 colon adenocarcinoma cells. SW480 DNA re-replication, Hoechst DNA content imaging, 48 h. 340,000 compounds, 1.8% hits. Potency, µM (doses to about 46.1 µM), inactives show at the highest dose re-replication activation, hits mostly activators. AID 624297, 2012; further: potency means the concentration at half of the fitted maximal effect; % of control where 0% means no effect; nearly all actives have a fitted effect of over 55% in size
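Hoechst fluorescence of nuclei (405 nm excitation, 500-530 nm emission) measured by plate-scanning imager after 48 hr compound exposure at 37 C; re-replication scored as increased number of nuclei with elevated intensity.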
ATXN2 expr inh: Primary qHTS for Inhibitors of ATXN expression; HEK-293 ATXN2-luciferase reporter, luminescence, 24 h; Potency, µM (top dose mostly 57 µM), for the others: top-dose activity change, negative = inhibition, usual class: inhibitors; 360,000 compounds, 0.72% hits; AID 1745845, 2022; further: potency means the concentration at half of the fitted maximal effect; on the % scale 0 is the no-effect control and ±100 the full control effect; nearly all actives have a fitted effect of over 55% in size
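ATXN2-luciferase reporter cells (luciferase flanked by upstream and downstream ATXN2 gene portions) were treated 24 h at 37 °C with compounds at up to 57 uM. SteadyGlo luminescence gave expression; GF-AFC fluorescence gave viability.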
MCF10A rerep: A quantitative high throughput screen for small molecules that induce DNA re-replication in MCF 10a normal breast cells; MCF 10A DNA re-replication, Hoechst nuclear intensity, 48 h; Potency, µM (titrated, usually from 46.1 µM), for inactives: at the highest dose activity, positive = re-replication, hits mostly activators; 350,000 compounds, 2.9% hits; AID 624296, 2012; further: potency means the concentration at half of the fitted maximal effect; % of control where 0% means no effect; nearly all actives have a fitted effect of over 50% in size
IL-1B inflam inh: qHTS for Inhibitors of Inflammasome Signaling: IL-1-beta AlphaLISA Primary Screen | THP-1 LPS/ATP IL-1B secretion, AlphaLISA, 16 h; active compounds read low | activity change, % at 57.5 µM | 360,000 compounds, 4.7% hits; in the data active means activity change below about -50%; inconclusive means mostly about -30% to -49%; further: on the % scale 0 is the no-effect control and ±100 the full control effect
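THP-1 cells pretreated 1 hr with compounds (up to 57.5 uM final), then stimulated with LPS (250 ng/mL final) plus ATP (1.25 mM final); secreted IL-1B measured by AlphaLISA after 16 hr, decreased signal indicating inhibition.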
KB-3-1 tox: qHTS assay for MDR1-selective chemotherapeutics: Primary screen using the parental adenocarcinoma cell KB-3-1; KB-3-1 viability, CellTiter-Glo ATP luminescence, 72 h; Potency, µM (series often up to 46.1 µM), inactives show at the top dose activity change, negative = cytotoxic, hits mostly cytotoxic; 400,000 compounds, 1.4% hits; AID 1347075, 2019; further: potency means the concentration at half of the fitted maximal effect; on the % scale 0 is the no-effect control and ±100 the full control effect; nearly all actives have a fitted effect of over 60% in size
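Using CellTiter-Glo luminescence, growth of non-resistant KB-3-1 adenocarcinoma cells is assessed 72 h after pin-tool compound addition at 37 °C. Normalized responses across the concentration series yield fitted curves.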
KB-V1 MDR tox: qHTS assay for MDR1-selective chemotherapeutics: Primary screen using the drug-selected MDR subline cells KB-V1; KB-V1 MDR cells viability, CellTiter-Glo, 72 h; Potency, µM (top dose mostly 46.1 µM), for the others: at the highest dose activity change, negative = cytotoxicity, most hits filed as cytotoxic; 400,000 compounds, 3.4% hits; further: potency means the concentration at half of the fitted maximal effect; on the % scale 0 is the no-effect control and ±100 the full control effect; nearly all actives have a fitted effect of over 60% in size
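Potencies derive from concentration-effect curves fitted to normalized luminescence (CellTiter-Glo) of KB-V1 cells treated for 72 h at 37 degrees C in phenol-red-free DMEM containing 10% FBS.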
S2 tox: Viability Counterscreen for Primary qHTS for Inhibitors of ATXN expression; S2 cells (HEK-293 line with an ATXN2-luciferase reporter) viability, CellTiter-Fluor protease fluorescence, 24 h; Potency, µM (doses to about 56.7 µM), hits mostly cytotoxic; 400,000 compounds, 0.49% hits; AID 651635, 2014; further: potency means the concentration at half of the fitted maximal effect; nearly all actives have a fitted effect of over 40% in size
Starred values were filed as active, the others as inactive; i = inactive; ? = inconclusive; nt = not tested or not shown; & = joins results of further samples; [ ] = remark or other dose. Unless noted, the call rests on the fitted dose curve; in most records, active means well fitted curve in the direction sought with a large enough effect; inconclusive means small, poorly fitted or top-dose-only effect, or another doubt; inactive means no such curve, though single readings can be large; an effect the other way counts as inactive or inconclusive. An unsorted share of the library; overall some 11% were active at least once.

SMILES	HT1080-NT tox	HT1080 IDH1KD tx	SW480 rerep	ATXN2 expr inh	MCF10A rerep	IL-1B inflam inh	KB-3-1 tox	KB-V1 MDR tox	S2 tox
COc1ccc(C(=O)/C=C/c2cn(CN3CCN(C)CC3)c3ccccc23)cc1	-3%[9.24 µM]	?	21µM*	13%	8.2µM*	-68*	?	-12%	i
CCn1cc(C(=O)N2CCN(c3cccc(C(F)(F)F)c3)CC2)c2cc(OC)c(OC)cc2c1=O	nt	nt	nt	?	nt	nt	-21%	-1%	i
O=C(Nc1ccccc1)c1cc2n(n1)C(C(F)(F)F)CC(C1CC1)N2 (stereo unspecified)	11%	10%	-6%	65%[activator]	11%	10	8%	29%	i
O=S1(=O)CCC(NC(=S)NCCNC(=S)NC2CCS(=O)(=O)C2)C1 (stereo unspecified)	13%	9%	nt	-3%	-7%	0	9%	0%	i
CC(=O)c1c(C)[nH]c(C(=O)CN2C(=O)NC(C)(CCC(C)C)C2=O)c1C (stereo unspecified)	-4%	3%	-8%	16%	23%	-7	-9%	?	nt
CCC(CC)C(=O)Nc1nnc(S(=O)(=O)N2c3ccccc3CC2C)s1 (stereo unspecified)	-14%	-8%	-4%	-8%&-3%	22%	48	-10%&-21%	-6%&-6%	i
CC(C)C1N(c2ccccc2)C(N)=C(C#N)C1(C#N)C#N (stereo unspecified)	-8%	-3%	-3%	-7%	-3%	-14	6%	?	i
O=C(Nc1ccccc1)C1=C[C@@H](c2ccccc2)C[C@@H](OCc2ccc(CO)cc2)O1	-4%	-11%	10%	20%	29%	14	-17%	-4%	i
COc1ccc(CCNC(=O)c2ccc3c(c2)N(Cc2ccc(Cl)cc2)CCS3)c(OC)c1	nt	nt	nt	2%	nt	nt	0%	?	i
COc1cc(/C=C(\NC(C)=O)C(=O)Nc2cccc(O)c2)ccc1OC(C)=O	22%	20%	-4%	7%	5%	24	0%	-1%	i
O=C(OCc1cccc([N+](=O)[O-])c1)c1cc2ccccc2oc1=O	14%	17%	-17%	-3%	1%	1	6%	14%	i
COc1ccc(C(=O)Nc2cccc3cccnc23)cc1OC	0%[9.24 µM]	3%	-11%	18%	15%	-25	6%	?	i
CC(=O)Nc1ccc(CN2C(=O)C(Cc3ccccc3)ON=C2c2cccc(F)c2)cc1 (stereo unspecified)	-11%	-24%	nt	10%	nt	0	0%	?	i
CC(=O)Nc1ccc(NC(=O)c2ccc3sc([C@H]4C[C@H](O)[C@@H](CO)O4)nc3c2)cc1	28%	22%	nt	4%	nt	16	0%	5%	i
Cc1ccc(OC(C)C(=O)Nc2ccc3c(c2)n(C)c(=O)n3C)c(C)c1 (stereo unspecified)	-16%	-13%	0%	nt	?	-9	-1%	-28%	i
O=C(Nc1ccccc1F)C1CCN(C(=O)Cc2ccccc2)CC1	13%	10%	7%[9.22 µM]	5%	8%	-5	7%	-4%	i
CC(=O)c1cccc(NC(=O)Nc2ccc(C(=O)N3CCCC3)cc2)c1	8%	-5%	-1%	38%	2%	14	-1%	2%	i
COc1ccc(NS(=O)(=O)c2cccc(-c3nnc4n3CCCCC4)c2)cc1	1%	-5%	0%	-5%	-4%	-6	-11%	0%	i
Cc1cc(C)cc(OCc2ccc(C(=O)Nc3ccccc3F)o2)c1	nt	nt	nt	-11%	nt	nt	3%	?	i
CN1CCN(S(=O)(=O)c2cccc(C(=O)Nc3ccccc3N3CCCCC3)c2)CC1	1%	0%	-5%	-20%	?	-13	-29%	?	i
O=C(NC1CCN(c2ncccn2)CC1)c1c(F)cccc1F	27%	30%	nt	-6%	nt	8	4%	?	i
COc1ccc(N2C(=S)N=C(Nc3cccc(C)c3)C23CCCCC3)cc1	-4%	-10%	-7%	-7%	-3%	-7	-23%	0%	i
FC(F)(F)c1ccccc1Cc1c(-c2ccccc2)nc2ccc(Cl)cn12	-3%	-10%	nt	40%[activator]	nt	-3	-1%	-21%	i
CCN(CC)CCN(C(=O)C1=COCCO1)c1nc2cc(C)cc(C)c2s1	-15%	-9%	-3%	-14%	9%	0	3%	-22%	i
O=C(COC(=O)C12CC3CC(CC(C3)C1)C2)Nc1nc2c(F)c(F)c(F)cc2s1	?	?	-2%	12%	?	27	-8%	-4%	i
O=C(Cc1nc2ccccc2[nH]1)c1ccc(Br)cc1	0%	-6%	?	26%	?	-60*	22%	-1%	i
Cc1ccc(OCCC(=O)OCC(=O)NC2CCS(=O)(=O)C2)cc1 (stereo unspecified)	11%	13%	50%	-9%	-12%	26	6%	0%	i
COc1ccc(C)cc1S(=O)(=O)Nc1cc2c3c(c1)CCC(=O)N3CCC2	?	?	-106%[inhibitor]	15%	1%	6	-20%	-30%	i
O=C(Nc1ccc2nc3n(c(=O)c2c1)CCCC3)c1cccc(F)c1	2%	3%	-8%	23%	-4%	-2	16%	0%	i
O=C(Nc1ccnn1C1CCN(Cc2ccccn2)CC1)c1cccc(F)c1	5%	18%	13%	10%	5%	-1	0%	-13%	i

Entries listed so far printed as active in SW480 rerep.
SMILES | SW480 rerep | IL-1B inflam inh
COc1ccc(C(=O)/C=C/c2cn(CN3CCN(C)CC3)c3ccccc23)cc1 | 21µM* | -68*

Remaining list, next part.
SMILES	HT1080-NT tox	HT1080 IDH1KD tx	SW480 rerep	ATXN2 expr inh	MCF10A rerep	IL-1B inflam inh	KB-3-1 tox	KB-V1 MDR tox	S2 tox
COC(=O)c1ccc(N2CCN(C(=O)c3ccccc3)CC2)c(NC(C)=O)c1	4%	14%	-9%	13%	-16%	-107*	-8%	-20%	i
CC(C)C[C@H]1CNC(=S)N1C[C@H]1CCCN1C[C@H](Cc1ccc(O)cc1)N1C[C@H](Cc2ccc(O)cc2)N(CC2CCCCC2)C1=S	21µM*	15µM*	nt	28µM*	nt	-11	?	-8%	32µM*
NC(=O)c1ccsc1NC(=O)COC(=O)CNC(=O)c1ccc(Cl)cc1	14%	4%	0%	4%	?	11	nt	nt	i
COc1ccc(NC(=O)CCS(=O)(=O)c2ccc(Cl)cc2)cc1	-15%	-27%	-11%	5%	8%	36	-6%	10%	i
Cc1ccc(S(=O)(=O)NCC(=O)NCC(=O)NCCc2ccccc2F)cc1C	1%	-2%	-7%	3%	-3%	-6	24%	-4%	i
Cc1cc(N2CCN(C)CC2)nc(N2CCOCC2)n1	8%	11%	-2%	-8%	0%	-2	-5%	18%	i
CC(C)CC(OC(=O)c1cccs1)C(=O)NCc1ccco1 (stereo unspecified)	7%	5%	6%	-3%	4%	1	4%	11%	i
CCOC(=O)CN(C(=O)COC(=O)C1=NNC(=O)CC1)c1ccc(F)cc1	-19%	-5%	-1%	18%	-46%[inhibitor]	-1	-4%	5%	i
Cc1nc(-c2ccccc2)nc2sc(C(=O)c3ccc(F)cc3)c(N)c12	5%	0%	16µM*	nt	10µM*	0	0%	-2%	i
CCN1CCCC1CNC(=O)c1cc2c(=O)n(C)c3ccccc3c2n1C (stereo unspecified)	-2%	0%	-8%	-21%	33%	-25	-6%	4%	?
COc1ccccc1N(C)S(=O)(=O)c1ccc(C(=O)N(C)Cc2ccc(OC(F)F)cc2)cc1	-9%	-11%	?	-21%	17%	-25	0%	?	i
O=C(C1=C(O)C(=O)N(CCN2CCOCC2)C1c1ccccc1)c1cccs1 (stereo unspecified)	-1%	1%	10%	2%	5%	1	0%	21%	i
O=C(O)c1ccccc1C(=O)Nc1ccccc1[N+](=O)[O-]	13%	14%	-6%	4%	3%	45	12%	-2%	i

Compounds from the list above that have an aryl methoxy group:
SMILES	HT1080-NT tox	HT1080 IDH1KD tx	SW480 rerep	ATXN2 expr inh	MCF10A rerep	IL-1B inflam inh	KB-3-1 tox	KB-V1 MDR tox	S2 tox
COc1ccc(C(=O)/C=C/c2cn(CN3CCN(C)CC3)c3ccccc23)cc1	-3%[9.24 µM]	?	21µM*	13%	8.2µM*	-68*	?	-12%	i
CCn1cc(C(=O)N2CCN(c3cccc(C(F)(F)F)c3)CC2)c2cc(OC)c(OC)cc2c1=O	nt	nt	nt	?	nt	nt	-21%	-1%	i
COc1ccc(CCNC(=O)c2ccc3c(c2)N(Cc2ccc(Cl)cc2)CCS3)c(OC)c1	nt	nt	nt	2%	nt	nt	0%	?	i
COc1cc(/C=C(\NC(C)=O)C(=O)Nc2cccc(O)c2)ccc1OC(C)=O	22%	20%	-4%	7%	5%	24	0%	-1%	i
COc1ccc(C(=O)Nc2cccc3cccnc23)cc1OC	0%[9.24 µM]	3%	-11%	18%	15%	-25	6%	?	i
COc1ccc(NS(=O)(=O)c2cccc(-c3nnc4n3CCCCC4)c2)cc1	1%	-5%	0%	-5%	-4%	-6	-11%	0%	i
COc1ccc(N2C(=S)N=C(Nc3cccc(C)c3)C23CCCCC3)cc1	-4%	-10%	-7%	-7%	-3%	-7	-23%	0%	i
COc1ccc(C)cc1S(=O)(=O)Nc1cc2c3c(c1)CCC(=O)N3CCC2	?	?	-106%[inhibitor]	15%	1%	6	-20%	-30%	i
COc1ccc(NC(=O)CCS(=O)(=O)c2ccc(Cl)cc2)cc1	-15%	-27%	-11%	5%	8%	36	-6%	10%	i
COc1ccccc1N(C)S(=O)(=O)c1ccc(C(=O)N(C)Cc2ccc(OC(F)F)cc2)cc1	-9%	-11%	?	-21%	17%	-25	0%	?	i

Source: PubChem
